Bioassay records: PubChem BioAssay, National Center for Advancing Translational Sciences (NCATS)
EPAC2 antagonist: blocks human EPAC2 exchange factor; EPAC2 GEF exchange of Rap1B-BODIPY-GDP, fluorescence; actives 0.18% (n = 360,000); Potency, µM (highest dose often 114 µM), for inactives: top-dose activity, negative = inhibition, actives largely listed as inhibitors; Q8WZA2; further: potency means the concentration at half of the fitted maximal effect; on the % scale 0 is the no-effect control and ±100 the full control effect; nearly all actives have a fitted effect of over 45% in size; many of its hits are not listed in these tables
WRN helicase inh: blocks human WRN helicase. Q14191. WRN helicase unwinding, fluorescent forked duplex, kinetic. Potency, µM (top dose mostly 114 µM), for the others: at the top dose activity change, negative = inhibition, most hits filed as inhibitors. actives 0.46% (n = 360,000). AID 651768; further: potency means the concentration at half of the fitted maximal effect; on the % scale 0 is the no-effect control and ±100 the full control effect; nearly all actives have a fitted effect of over 55% in size
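WRN at 20 nM final preincubated with compound 15 min at room temperature; reaction started with 100 nM fluorophore/quencher forked duplex oligonucleotide and 2 mM ATP final. Unwinding followed kinetically by red fluorescence (ex 525, em 598 nm).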
CCT chaperon mod: changes cytosolic chaperonin activity. purified chaperonin ATPase assay, HTRF ADP detection, 30 min. activity change, % (concentration not given with the values), hits read low. actives 0.3% (n = 360,000); in the data active means activity change below about -30%; further: on the % scale 0 is the no-effect control and ±100 the full control effect
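ATPase activity: ADP formed was measured by HTRF Transcreener (665/615 nm ratio) after 30 min at 37 deg C with 10 uM ATP. Compounds screened at one 76 uM concentration against 40 or 20 nM TRiC in Tris pH 7.4/KCl/MgCl2/DTT buffer.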
MmCpn inh: blocks the Methanococcus maripaludis chaperonin Mm-Cpn | AID 504842 | purified Mm-Cpn ATPase, ADP Transcreener TR-FRET | Potency, µM (doses to about 76.9 µM), for the others: at the highest dose activity, negative = inhibition, usual class: inhibitors | actives 0.031% (n = 330,000); further: potency means the concentration at half of the fitted maximal effect; on the % scale 0 is the no-effect control and ±100 the full control effect; nearly all actives have a fitted effect of over 80% in size
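ATP (10 uM final) was added to archaeal chaperonin (25 nM final) after 10 min exposure to test compound at 37°C; after 30 min further incubation, ADP was detected by competitive TR-FRET.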
EPAC1 antag: blocks human EPAC1 exchange factor; O95398; EPAC1 GEF assay, Rap1b-BODIPY-GDP exchange fluorescence; Potency, µM (series often up to 115 µM), for the others: top-dose activity change, negative = inhibition, most hits filed as inhibitors; actives 0.14% (n = 360,000); AID 720709;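 further: potency means the concentration at half of the fitted maximal effect; plate controls were vehicle for no effect and positive control for full effect; nearly all actives have a fitted effect of over 50% in size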
PI5P4K alpha inh: inhibitors of human PI5P4K alpha; actives 1.2% (n = 330,000); max response, %; PI5P4Kalpha enzyme, ADP-Glo luminescence, 60 min; stronger effect = lower value; P48426; AID 652105; active means max response of -50% or lower; inconclusive means between -30% and -50%; inactive means -30% or higher; further: value at the top dose of about 77 µM; on the % scale 0 is the no-effect control and ±100 the full control effect
Target sequence (P48426 whole entry, looked up): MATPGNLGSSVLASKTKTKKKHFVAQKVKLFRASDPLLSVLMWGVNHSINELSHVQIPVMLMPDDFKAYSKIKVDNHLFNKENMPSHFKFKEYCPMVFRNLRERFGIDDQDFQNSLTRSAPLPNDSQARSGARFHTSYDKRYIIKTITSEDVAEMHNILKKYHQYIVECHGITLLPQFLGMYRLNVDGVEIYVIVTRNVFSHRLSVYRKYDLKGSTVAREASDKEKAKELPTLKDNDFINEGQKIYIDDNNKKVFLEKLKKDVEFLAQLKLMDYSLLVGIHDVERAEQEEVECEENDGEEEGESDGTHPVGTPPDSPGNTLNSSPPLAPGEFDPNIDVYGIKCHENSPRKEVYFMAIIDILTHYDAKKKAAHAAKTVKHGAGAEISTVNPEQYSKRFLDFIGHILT
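Human PI5P4Kalpha with substrate in 0.038 M HEPES pH 7.4, 0.28 mM EGTA, 0.1% CHAPS, 5% DMSO; reaction started with 5 microM ATP (final), 60 min at room temperature. ADP formed read by ADP-Glo luminescence.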
EPAC1 ag: activates human EPAC1 exchange factor. EPAC1 agonist qHTS, biochemical assay; response scale: 100% = response to 6.5 mM cAMP. actives 0.073% (n = 360,000). Potency, µM (titrated, usually from 154 µM), inactives show at the top dose activation, usual class: activators. O95398; further: potency means the concentration at half of the fitted maximal effect; nearly all actives have a fitted effect of over 60% in size
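Read-out is the fluorescence drop as BODIPY-GDP leaves Rap1B (480 nm excitation, 540 nm emission), recorded every 5 minutes over 30 minutes. Reactions held 100 nM EPAC1, 250 nM Rap1B–BODIPY-GDP and 50 uM GDP, with 6.5 mM cAMP setting full activation.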
PLK1 PBD inh: blocks phosphopeptide binding to human PLK1 polo-box domain; P53350; Plk1 PBD binding of FITC phosphopeptide, fluorescence polarization; Potency, µM, without a hit: max response, negative = inhibition, usual class: inhibitors; actives 2.8% (n = 360,000); further: potency means the concentration at half of the fitted maximal effect; series mostly up to about 57 µM; on the % scale 0 is the no-effect control and ±100 the full control effect; nearly all actives have a fitted effect of over 65% in size
Target sequence (P53350 whole entry, looked up, the tested form may be a part): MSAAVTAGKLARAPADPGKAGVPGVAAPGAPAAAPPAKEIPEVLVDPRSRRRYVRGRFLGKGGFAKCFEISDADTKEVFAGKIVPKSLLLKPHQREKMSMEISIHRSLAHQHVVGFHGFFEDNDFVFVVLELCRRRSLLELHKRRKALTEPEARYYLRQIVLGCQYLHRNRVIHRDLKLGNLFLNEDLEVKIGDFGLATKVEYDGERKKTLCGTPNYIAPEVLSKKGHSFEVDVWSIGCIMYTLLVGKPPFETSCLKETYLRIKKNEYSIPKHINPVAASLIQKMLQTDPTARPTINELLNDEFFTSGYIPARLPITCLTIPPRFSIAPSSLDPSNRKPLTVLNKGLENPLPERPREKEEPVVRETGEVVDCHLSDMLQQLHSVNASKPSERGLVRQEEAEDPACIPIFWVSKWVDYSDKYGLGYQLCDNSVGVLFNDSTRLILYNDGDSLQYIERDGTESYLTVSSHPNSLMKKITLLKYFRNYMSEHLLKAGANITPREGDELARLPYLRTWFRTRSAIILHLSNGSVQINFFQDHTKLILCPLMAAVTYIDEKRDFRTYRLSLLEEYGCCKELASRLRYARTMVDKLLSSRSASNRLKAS
* hit, by the source's call; ? = inconclusive; / = not tested or not shown; [ ] = another dose, or the depositor's remark. Unless noted, the call rests on the fitted dose curve; in most records, active means well fitted curve in the direction sought with a large enough effect; inconclusive means small, poorly fitted or top-dose-only effect, or another doubt; inactive means no such curve, though single readings can be large; an effect the other way counts as inactive or inconclusive.

CCT chaperon mod | PI5P4K alpha inh | PLK1 PBD inh | EPAC1 ag | WRN helicase inh | EPAC2 antagonist | EPAC1 antag | MmCpn inh | Structure
1.6 | 0 | -5% | 0% | 6% | -1% | 19% | -4% | CNC(=O)N(O)C1N(/N=C/c2cccs2)C(=S)SC1(C)C (centres undefined)
1.0 | -11 | 24µM* | 11% | -11% | -8% | 0% | -1% | CCOc1cc(/C=N/O)ccc1OCc1ccc([N+](=O)[O-])cc1
-2.2 | -24 | -24% | -5% | -3% | ? | 0% | / | O=c1oc2ccccc2c(O)c1Sc1ccc(Cl)cc1
-1.0 | 10 | -10% | 3% | -9% | 4% | 16% | 1% | Cc1ccc(C)c2[nH]c(=O)c(CN(CCCN(C)C)C(=O)NCc3ccccc3)cc12
-0.6 | -5 | -8% | 6% | -4% | ? | 1% | 0% | CC1(C)C(=O)Nc2ccccc2N1C(=O)COC(=O)c1cc([N+](=O)[O-])ccc1N
-0.6 | / | 3% | -1% | 0%[57.1 µM] | 5% | 7% | / | COc1cccc(C2NC(=O)NC(C)=C2C(=O)OCCSC)c1OC (centres undefined)
-2.6 | 4 | -8% | 4% | -7% | -1% | -10% | -1% | Cc1cc(N)c(-n2cc3c(=O)n(C)c(=O)n(C)c3c2)cc1C
-3.9 | -25 | -18% | 7% | 6% | -2% | -2% | -3% | COc1ccc(CC(=O)Nc2sc3c(c2C(N)=O)CCCC3)cc1
-1.9 | -1 | ? | -13% | -6% | 28% | -7% | 0% | O=C(Cn1ncc2ccccc21)N1CCc2ccccc21
0.6 | -1 | -11% | -4% | -3% | 3% | -8% | 0% | Cc1ccsc1/C=N\NC(=O)c1cc(C(C)(C)C)[nH]n1
-2.2 | 0 | -23% | 2% | 5%[57.1 µM] | -3% | ? | 1% | Cc1ccc(NC(=O)/C(=C\c2ccco2)NC(=O)c2ccco2)cc1
1.7 | -1 | 2% | -8% | -15% | 9% | ? | -1% | COc1ccc2[nH]c(C(=O)N/N=C/c3ccc(OC)c(O)c3)cc2c1
1.8 | 0 | -9% | 7% | 10% | -6% | -6% | 1% | Oc1ccc(Br)cc1CNn1cnnc1
1.5 | -6 | -7% | 0% | -5% | 12% | 8% | 1% | CNS(=O)(=O)c1cn(CC(=O)N(C)Cc2ccccc2)cc1S(=O)(=O)NC
-1.7 | 7 | -2% | 4% | 5% | 4% | 23% | 0% | O=C(CCN1CCCCO1)N1CCCC(N2CCN(c3ccc(F)cc3)CC2)C1 (centres undefined)
-2.2 | -8 | -6% | -3% | 5% | 1% | -23% | -1% | COc1ccc(-n2nc(C(=O)NCC(=O)N3CCOCC3)c3ccccc3c2=O)cc1OC
1.8 | 5 | 4% | -11% | -13% | -9% | -24% | / | CCCCCCn1c(=O)n2n(c1=O)C[C@]1(OC(=O)NCc3ccccc3F)CN(S(=O)(=O)c3ccc(C)cc3)C[C@]1(O)C2
0.0 | -23 | 0% | -1% | -23% | -15% | -17% | / | O=S(=O)(c1ccc(NC(=S)NN=Cc2ccccc2O)cc1)N1CCCCC1
-1.6 | 2 | 2% | -2% | 5% | 2% | 0% | / | CC1(C(=O)NS(=O)(=O)C2CC2)CCN(C(=O)c2cccc(Cl)c2)C1 (centres undefined)
-0.2 | 4 | -4% | -7% | -2% | -1% | -2% | 0% | NS(=O)(=O)c1cccc(NC(=O)COC(=O)Cn2cnc3ccccc32)c1
-3.6 | 2 | -10% | 6% | -4% | 5% | 7% | -2% | S=c1[nH]nc(-c2cccnc2)n1-c1ccc2c(c1)OCCO2
0.1 | -2 | 3% | 6% | -5% | -13% | -13% | -26% | S=C(NCc1ccccc1)NC1CCSc2ccccc21 (centres undefined)
-4.9 | 1 | 0% | -1% | -5% | 9% | -1% | 1% | C=CCn1c(COc2cccc3cccnc23)nnc1SCC(=O)O
1.3 | 2 | 24µM* | 6% | -2% | ? | -9% | 1% | CSc1ccc(C(=O)C2CCCN(C(=O)c3nn(C)c(=O)c4ccccc34)C2)cc1 (centres undefined)
-1.6 | -3 | -5% | 5% | 2% | 0% | -6% | 1% | COc1cc(C(C[N+](=O)[O-])c2c(N)n(C)c(=O)n(C)c2=O)ccc1O (centres undefined)
0.1 | -3 | -1% | -3% | 7% | 5% | 1% | -2% | CCOC(=O)/C(=C\c1ccc(C)cc1)NC(=O)c1ccccc1
-2.2 | ? | ? | 0% | -31% | ? | -8% | -5% | O=C(O)c1ccc(NC(=S)NC(=O)c2ccc(-c3ccc(Br)cc3)o2)cc1
0.0 | -3 | -7% | 0% | 5% | 8% | -2% | -2% | CN(c1ccc(Cl)cc1)S(=O)(=O)c1nnc(NC(=O)C(C)(C)C)s1
0.5 | 23 | ? | -4% | -31% | -20% | ? | 2% | Cc1cc(C)cc(OC(=O)CS(=O)c2ccc(C(F)(F)F)cc2[N+](=O)[O-])c1 (centres undefined)
-2.5 | / | -7% | 7% | -3% | -4% | -8% | 1% | CCn1c(Cn2nnc(-c3ccccc3)n2)nnc1SCC(=O)N1CCOCC1
-0.8 | 3 | 0% | -4% | 12% | 3% | 3% | / | Cc1ccccc1NC(=O)c1cccc(C(=O)Nc2ccccc2C)c1
-3.0 | 1 | -12% | 0% | -4% | -3% | 0% | 3% | COc1ccc2c(c1)C1(C)CC(C)(C)N2C(=O)N1c1ccccc1 (centres undefined)
1.1 | 1 | -5% | -3% | 3%[57.1 µM] | 8% | -2% | 0% | Cc1ccc(C)c(S(=O)(=O)N2CCN(CC(=O)Nc3cc(C)on3)CC2)c1
-2.9 | -14 | 6% | 2% | -4%[57.1 µM] | 9% | 21% | -1% | Nc1ccc2nc(CCc3ccccc3)[nH]c2c1
0.3 | -1 | -8% | 8% | 6% | -9% | 6% | -9% | Cc1c(CCC(=O)NCCCN2CCCC2=O)c(=O)oc2cc(O)ccc12
-1.6 | 12 | -6% | 9% | -5% | -5% | -14% | ? | CN(C(=O)CC(NC(=O)c1ccccc1)(c1ccccc1)c1ccccc1)c1ccccc1
2.2 | -1 | 3% | 9% | -17% | 3% | -5% | 0% | C[C@@H]1CC2OC(=O)[C@@]3(C)C(=O)CC[C@@](C)(C23)[C@@]1(O)CCc1ccoc1 (some centres undefined)
1.3 | 12 | -5% | 18% | 0% | -15% | -6% | 0% | Cc1cc(C)c(C#N)c(N2CCN(c3ccccc3F)CC2)n1
-0.4 | 0 | 0% | 6% | -5% | 2% | 7% | 3% | COc1nc(OCC#N)nc(N2CCCCC2)n1
-3.3 | 1 | -11% | 7% | 9% | 0% | -15% | -2% | Cc1cc2c(ccc3[nH]onc32)n1
-0.9 | 10 | -14% | 8% | -5% | -4% | -6% | 1% | Cc1cccc(NCCNc2cccc(C)c2)c1
-2.4 | / | -4% | 0% | -20% | -1% | -12% | 2% | Cc1nn(-c2ccccc2)c2sc(C(=O)NNC(=O)COc3cccc4ccccc34)cc12
0.8 | 5 | -2% | 12% | -1% | 0% | 11% | -2% | Cc1cc(=O)oc2cc(OC(C)C(=O)NC3(C#N)CCCCC3)ccc12 (centres undefined)
-1.1 | 0 | -25% | -4% | 2% | 0% | 7% | -1% | O=C(Nc1cccc(C(F)(F)F)c1)c1cnc2n(c1=O)CCS2
-2.9 | ? | 2% | 8% | -15% | -18% | ? | -7% | CCOc1ccccc1NC(=O)C(OC(=O)c1ccc(NC(=O)CC#N)cc1)c1ccccc1 (centres undefined)
-0.6 | -2 | -6% | -1% | 2% | 0% | 10% | 3% | CC(C)(NO)/C(=N/O)c1ccc(Br)cc1
-0.4 | -4 | 4% | 0% | 1%[57.1 µM] | 9% | -4% | 1% | CCn1c(SCc2cccc(F)c2)nnc1-c1ccncc1
1.1 | -2 | 17µM* | -11% | -3% | 4% | -4% | -2% | S=C(NCc1ccccc1)N1CCn2cccc2C1c1ccncc1 (centres undefined)
-2.9 | 3 | -9% | -3% | -3% | -2% | -9% | 3% | O=C(COC(=O)c1cccc(N2C(=O)c3ccccc3C2=O)c1)Nc1ccccc1
0.1 | 17 | 6% | 6% | -14% | -11% | 6% | 1% | Cc1cc(N/N=C2/CCCc3ccccc32)nc2ccccc12

Later entries.
CCT chaperon mod | PI5P4K alpha inh | PLK1 PBD inh | EPAC1 ag | WRN helicase inh | EPAC2 antagonist | EPAC1 antag | MmCpn inh | Structure
-1.3 | 0 | 1% | -4% | -30%[57.1 µM] | 12% | 14% | -6% | NC1=NC(=O)/C(=C/c2c(OS(=O)(=O)c3ccc(Cl)cc3)ccc3ccccc23)S1
-1.7 | 4 | -1% | -3% | -1% | ? | -6% | 0% | CC(=O)N1N=C(c2cccc([N+](=O)[O-])c2)OC1(C)c1cccs1 (centres undefined)
-3.0 | -2 | -3% | 4% | -1% | 4% | 7% | / | Cc1noc(C)c1NC(=O)N(C)C[C@@H]1OCc2cn(nn2)CCCC(=O)N([C@H](C)CO)C[C@H]1C
-2.2 | / | -2% | -4% | 6% | 5% | -1% | 1% | O=C(Nc1ccccc1NC(=O)c1c(F)c(F)c(F)c(F)c1F)c1c(F)c(F)c(F)c(F)c1F
0.7 | -8 | -23% | -14% | 7% | -15% | -7% | 2% | COc1ccc2c(c1)c(CC(=O)OCC(=O)O)c(C)n2C(=O)c1ccc(Cl)cc1
-0.3 | -13 | ? | -2% | -22% | 6% | -8% | 1% | Cc1cc2ccccc2n1CCC(=O)O
-2.9 | -8 | -11% | -2% | -10% | 12% | 10% | -1% | COc1cccc(CN(C)C(=O)c2cc(COc3c(F)cccc3F)on2)c1
-1.0 | -7 | -23% | 7% | -6% | -7% | 9% | -1% | Clc1ccc(-c2csc(=Nc3cccnc3)n2CCCn2ccnc2)cc1Cl
0.5 | -2 | 1% | 1% | 3% | 4% | 7% | -3% | S=C(NC12CC3CC(CC(C3)C1)C2)N1CCOCC1
0.6 | 0 | 1% | 4% | 0% | 6% | 12% | -1% | CC(CN(C(N)=O)c1ccccc1O)C(=O)O (centres undefined)
-1.9 | -1 | -29% | 5% | -9% | -1% | 0% | 0% | COc1cc(C2Nc3ccc4ncccc4c3C3=C2C(=O)CCC3)ccc1O (centres undefined)
-0.2 | 1 | -8% | 1% | -9% | 0% | 8% | 0% | CN(CC(=O)Nc1cccc(F)c1)C(=O)CCCn1c(=O)oc2ccccc21

An excerpt of these results, with values under each structure.
Second line of a record: CCT chaperon mod | PI5P4K alpha inh | PLK1 PBD inh | EPAC1 ag | WRN helicase inh | EPAC2 antagonist | EPAC1 antag | MmCpn inh
COc1ccc2c(c1)c(CC(=O)OCC(=O)O)c(C)n2C(=O)c1ccc(Cl)cc1
  0.7 | -8 | -23% | -14% | 7% | -15% | -7% | 2%
Cc1cc2ccccc2n1CCC(=O)O
  -0.3 | -13 | ? | -2% | -22% | 6% | -8% | 1%

Not all compounds are listed; the hit share may differ from the screen's.
